# High-throughput results as filed in PubChem.
# mcGAS lum: blocks mouse cGAS activity; recombinant cGAS, Kinase-Glo ATP depletion luminescence; 0.15% of 160,000 active; Q8C6L5; inhibition, % at 12.5 µM; AID 1259399;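 further: 0% = negative control wells and 100% = reference inhibitor with no enzyme activity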
# hcGAS inh: blocks human cGAS activity; inhibition, % at 12.5 µM; recombinant h-cGAS, ATP depletion, Kinase-Glo luminescence; 0.081% of 290,000 active;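 further: 0% = vehicle reaction and 100% = reaction without DNA for no activity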
# Target sequence (Q8N884 whole entry, looked up): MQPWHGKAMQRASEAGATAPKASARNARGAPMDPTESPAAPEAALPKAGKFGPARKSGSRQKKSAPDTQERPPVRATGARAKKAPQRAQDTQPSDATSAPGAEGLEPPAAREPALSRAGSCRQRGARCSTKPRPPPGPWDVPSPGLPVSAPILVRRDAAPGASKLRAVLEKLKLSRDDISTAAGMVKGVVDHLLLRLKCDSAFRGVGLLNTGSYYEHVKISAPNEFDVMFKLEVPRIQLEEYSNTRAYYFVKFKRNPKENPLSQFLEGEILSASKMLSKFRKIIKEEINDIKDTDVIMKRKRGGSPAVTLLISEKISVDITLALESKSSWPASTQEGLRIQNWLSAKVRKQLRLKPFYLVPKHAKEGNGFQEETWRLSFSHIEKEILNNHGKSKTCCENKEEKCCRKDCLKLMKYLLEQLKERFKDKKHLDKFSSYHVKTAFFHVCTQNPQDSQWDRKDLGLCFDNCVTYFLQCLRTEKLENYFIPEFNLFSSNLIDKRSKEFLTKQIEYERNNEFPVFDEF
# NPYLR7 agonist: activates Aedes aegypti NPYLR7 receptor. HEK293T NPYLR7/Galpha15, GCaMP6s calcium fluorescence. AID 1259423. activation, % at 10 µM. 0.15% of 270,000 active; in the data active means activation above about 40%;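 further: 0% = vehicle and 100% = reference agonist at the receptor; some compounds past the cut are filed as inactive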
# An asterisk follows results filed as active; x = not tested or not shown; & = joins results of further samples. Unless noted, no stated cut-off is given here; in the data, active means inhibition above about 40%; inactive means the rest. Only part of the results is shown (hit frequency here may not be typical).
SMILES | mcGAS lum | hcGAS inh | NPYLR7 agonist
CCN(Cc1ccncc1)C1CCCN(C(=O)Cc2ccc3c(c2)OCO3)C1 (stereo not given) | -10.5 | -9.7 | 3.7
Cc1cc(NC2CN3CCC2CC3)ccc1-n1cnnn1 (stereo not given) | x | -8.2&-2.2 | 10.9&8.0
COc1ccc([C@@H]2CN(c3noc(C)n3)[C@@H]3C4CCN(CC4)[C@@H]32)cc1 | x | -6.1 | 6.0
Cc1ccnc(CC(C)N(C)CCc2ccccc2)c1 (stereo not given) | -16.0 | -1.7 | -3.0
Cc1cc(CN(C)C(=O)CN2CC3(CCCCC3)CC2=O)on1 | -4.1 | -9.5 | x
CNC(C)c1nc2ccccc2c(=O)n1-c1ccc(Cl)cc1C (stereo not given) | x | -3.9 | -5.2
CN(Cc1ccccc1)C1CCCN(C(=O)Cc2ccsc2)C1 (stereo not given) | x | -7.1 | 3.5
CC(Cc1ccccn1)NCc1ccc2[nH]c3c(c2c1)CCCC3 (stereo not given) | -11.9 | -7.0 | 18.7
CN(Cc1ccco1)C(=O)c1cn(Cc2ccccn2)cc(C(=O)NC2CCCCCCC2)c1=O | -26.4 | -7.0 | 8.2
O=C(O)c1[nH]ncc1CN1CCCC(C(=O)c2cccs2)C1 (stereo not given) | x | -6.4 | 11.0
COc1cccc(CC(=O)N2CCN(C3c4ccccc4CCc4ccccc43)CC2)c1 | -5.6 | -3.8 | -1.3
Cc1ccccc1CC(=O)N1CCN(Cc2cccc(-c3noc(-c4ccco4)n3)c2)CC1 | -6.5 | -5.4 | 2.9
CC(C)(C)P(c1ccccc1)c1ccncc1 (stereo not given) | x | 3.3 | 3.0
COc1c[nH]c(CN2C[C@H]3C[C@H](C2)[C@@H]2CCCC(=O)N2C3)cc1=O | x | -0.2 | 2.5
COc1ccc(S(=O)(=O)NC2CN3CCC2CC3)cc1Br (stereo not given) | x | -5.0 | 10.3
O=C(c1onc2ccccc12)N1CCC2(CCCNC2)C1 (stereo not given) | -15.1 | -5.8 | 6.3
COc1cccc(C2c3c(c4ccccc4oc3=O)OC(=N)C2C#N)c1 (stereo not given) | -3.1 | -2.5 | -1.6
Cc1ccc(S(=O)(=O)N2CC2)cc1 | 0.4 | -6.5 | -0.1
CNP(=O)(Oc1ccccc1)OC12CC3CC(CC(C3)C1)C2 (stereo not given) | -4.7 | -10.5&-6.0 | 5.0&2.5
Cc1cc(C=C2C(=O)NC(=O)NC2=O)c(C)n1C | -4.2 | -3.2 | 4.1
OC1(c2ccc(F)cc2)C[N+]2=C(SCCC2)N1Cc1ccccc1 (stereo not given) | x | -6.1 | -3.9
COc1cccc(CC(=O)N2CCN(C(c3ccc(F)cc3)c3ccc(F)cc3)CC2)c1 | 0.8 | 4.6 | -6.7
O=C(Cc1c[nH]c2ccccc12)N1CCN(Cc2cccc(-c3noc(-c4cccc(Cl)c4)n3)c2)CC1 | -8.9 | -8.0 | 3.6
C=CCN1C(=O)NC(=O)/C(=C/c2ccc(OCC(=O)O)c(OCC)c2)C1=O | -4.0 | -6.0 | -7.9
CCOC(=O)c1c(CN2CCOCC2)n(Cc2ccccc2)c2cc(Br)c(O)cc12 | -5.5 | -2.2 | 1.3
O=P(Nc1cccc(Cl)c1)(Oc1ccccc1)Oc1ccccc1 | -3.8 | -2.9 | -2.1
COCCN1CCCC2(CCN(c3ncccn3)C2)C1 (stereo not given) | x | -0.2 | 8.3
Cc1nc(N2CCN3CCCC3C2)nc2cc3c(cc12)CCC3 (stereo not given) | x | 5.8 | 4.6
CCOC(=O)C(C)NC(=O)C(C(C)C)N1CCCC1=O (stereo not given) | x | -4.1 | 33.1
COC1(C[S@@](=O)c2ccccc2)CCN(CCc2c[nH]c3ccc(F)cc23)CC1 | x | -5.2 | -8.3
O=C(Nc1cccc([N+](=O)[O-])c1)c1cccn(Cc2cccc(C(F)(F)F)c2)c1=O | x | -4.8 | 18.4
CC(C)[C@@]1(NC(=O)[C@@H]2C[C@@H]3c4cccc5[nH]cc(c45)C[C@H]3N(C)C2)O[C@@]2(O)[C@@H]3CCCN3C(=O)[C@H](Cc3ccccc3)N2C1=O | -0.5 | -4.4&1.4 | -5.5&-11.0
CCOC(=O)C1C(=N)Oc2cc(C)[nH]c(=O)c2C12C(=O)N(Cc1ccc(Cl)cc1)c1ccccc12 (stereo not given) | -7.0 | -2.3 | -1.1
C=C1[C@@H]2CC[C@H]3[C@]4(C)C[C@H](O[C@H]5O[C@H](CO)[C@@H](OS(=O)(=O)O)[C@H](OS(=O)(=O)O)[C@H]5OC(=O)CC(C)C)C[C@@H](C(=O)O)[C@H]4CC[C@]3(C2)[C@H]1O | -6.4 | -5.6 | -1.0
N#CC1C(=N)Oc2c(c(=O)oc3ccccc23)C1c1ccc(C(F)(F)F)cc1 (stereo not given) | -3.0 | 5.1 | 22.6
CCOC(=O)C(=O)NC1CCSC1=O (stereo not given) | -3.1 | 0.0 | 6.9
Cn1nnc(Nc2nnn(C)n2)n1 | x | -7.6 | -10.1
CCOP(=O)(OCC)C(=C(Cl)Cl)C(C(=O)OC)C(=O)OC | x | -4.9 | -4.1
CN1CCN(C)C2(CCN(c3cc(NCCO)ncn3)CC2)C1 | x | -4.1 | 13.9
Cn1cc(C2=C(c3cn(C4CCN(Cc5ccccn5)CC4)c4ccccc34)C(=O)NC2=O)c2ccccc21 | -10.6 | -14.1 | -5.3
N#[N+]c1c[nH]c2ccccc2c1=O | -4.9 | -1.5 | -8.5
COc1ccc(-n2nc(-c3ccccc3)c3c2N(CC(N)=O)C(=O)CSC3c2ccc(F)cc2)cc1 (stereo not given) | -4.1 | -5.1 | 7.9
COC(=O)[C@@H]1C[C@@H](N(C)C)CN1C(=O)Cc1cn(C)c2ccccc12 | -10.2 | 1.1 | 2.3
COCCCN1CCN(c2ncccn2)[C@@H]2CS(=O)(=O)C[C@@H]21 | 0.0 | 2.7 | x
COCCNC(=O)CN1C(=O)CSC(c2ccccc2Cl)c2c(-c3ccccc3)nn(-c3ccc(OC)cc3)c21 (stereo not given) | 5.1 | 1.4 | -1.2
CCc1nc(C)sc1CNC(C)Cc1ccccc1F (stereo not given) | -1.5 | 1.1 | x
CCOP(=O)(OCC)C1(C(=O)O)CCCC1 | x | -3.5 | -11.1
COc1ccc(-c2nn(CCC#N)cc2C(=O)OCc2ccccc2)cc1[N+](=O)[O-] | -2.4 | -5.6 | -1.3
COc1cc(CC(=O)N2CCN(C)C3(CCN(C)CC3)C2)cc(OC)c1 | -12.1 | -1.0 | 4.6
COC(=O)[C@H](Cc1ccccc1)NC(=O)c1cn(Cc2c(F)cccc2F)nn1 | -10.3 | -3.1 | 7.7
C#C[C@@H]1CC2C3CCC4=CC(=O)CCC4C3CCC2(CC)C1O (stereo not given in full) | -4.1 | -6.6 | x
N=C1OC2=C(C(=O)CCC2)C2(C(=O)Nc3ccccc32)C1C(=O)OCc1ccccc1 (stereo not given) | -3.6 | -6.3 | -8.5
N#Cc1c(Cl)cccc1Cl | x | -5.9 | -6.7
N=c1ccccn1Cc1ccccc1 | -0.6 | 1.2 | -1.9
COCc1ncc(CN2CCCC3(CCN(C)C3)C2)cn1 (stereo not given) | 1.3 | 6.0 | x
CCCCCCCCCC1c2c(c3ccccc3oc2=O)OC(=N)C1C#N (stereo not given) | x | 3.2 | -2.6
CC1(C)CC(n2cnnc2)CC(C)(C)N1 | 2.2 | -3.1 | -2.1
O=C1C2CCCN2C(c2cccnc2)N1c1ccccn1 (stereo not given) | -8.0 | -8.5 | 7.3
CCOC(=O)c1c(C)n(C(C)C)c2ccc(OC(=O)c3ccc(C)cc3)cc12 | 1.8 | -1.4 | 3.9
O=C(c1cc(Cl)sc1Cl)N1CCN(CCOC(c2ccccc2)c2ccccc2)CC1 | -5.1 | -7.9 | 15.1

# Laid out differently: two of the compounds above
# Values in the order: mcGAS lum	hcGAS inh	NPYLR7 agonist
CCCCCCCCCC1c2c(c3ccccc3oc2=O)OC(=N)C1C#N (stereo not given)
→ x	3.2	-2.6
CC1(C)CC(n2cnnc2)CC(C)(C)N1
→ 2.2	-3.1	-2.1

# (more compounds)
SMILES | mcGAS lum | hcGAS inh | NPYLR7 agonist
CC(=O)c1ccc(S(=O)(=O)N2CCN(CCOC(c3ccccc3)c3cccc(C(F)(F)F)c3)CC2)cc1 (stereo not given) | -9.0 | -3.5 | 27.5
COCc1ccc(CN2CCCC(C(=O)c3ccc(SC)cc3)C2)o1 (stereo not given) | -10.6 | -10.8 | 17.7
COc1ccc(Cl)c2sc(N(CCN(C)C)C(=O)Cc3ccccc3)nc12 | x | -3.0 | 5.4
COc1ccc(-n2nc(C(C)(C)C)c3c2N(CC(=O)NCC2CCCO2)C(=O)CSC3c2cccc(C)c2)cc1 (stereo not given) | -4.3 | 0.7 | 9.5
COCCNC(=O)CN1C(=O)CSC(c2ccccc2OC)c2c(C(C)(C)C)nn(-c3ccccc3Cl)c21 (stereo not given) | -0.7 | -1.3 | 15.0
C[C@@H]1O[C@@H](O[C@@H]2C=C3CCC4C(CC[C@]5(C)[C@@H](c6ccc(=O)oc6)CC[C@]45O)[C@@]3(C)CC2)[C@H](O)[C@H](O)[C@H]1O (stereo not given in full) | x | -6.7 | 9.5
CN(Cc1cnccn1)C(=O)Nc1ccc(C#N)c(C(F)(F)F)c1 | x | -1.8 | -25.5
CC(C)CC1c2c(c3ccccc3oc2=O)OC(=N)C1C#N (stereo not given) | -5.6 | -3.9 | -1.0
Cc1cccc(N2C(=O)NC(=O)/C(=C/c3cn(C)c4ccccc34)C2=O)c1 | 1.2 | 0.4 | 52.9*
CCCc1[nH][nH]c(=O)c1C1(O)C(=O)NC(=O)NC1=O | x | 2.1 | 1.0
CCC1(c2cccc(O)c2)CCCCN(C)C1 (stereo not given) | x | -10.8 | 16.0
O=C(NCc1cnn2cccnc12)C1CC2(CCNCC2)CN1 (stereo not given) | x | -8.2 | 9.1

# Continued (3 carried over from the part before).
SMILES | mcGAS lum | hcGAS inh | NPYLR7 agonist
CCCc1[nH][nH]c(=O)c1C1(O)C(=O)NC(=O)NC1=O | x | 2.1 | 1.0
CCC1(c2cccc(O)c2)CCCCN(C)C1 (stereo not given) | x | -10.8 | 16.0
O=C(NCc1cnn2cccnc12)C1CC2(CCNCC2)CN1 (stereo not given) | x | -8.2 | 9.1
CC(C)c1nc(CN2C[C@H]3CC[C@@H](C2)C3O)co1 (stereo not given in full) | -6.6 | 11.7 | x
Brc1cccc(C2CC(c3cccnc3)=Nc3nnnn32)c1 (stereo not given) | x | -6.4 | 4.7
O=C(Cc1cccc(F)c1)N1CCN(Cc2cccc(-c3noc(-c4ccco4)n3)c2)CC1 | -4.5 | -3.6 | x
O=c1[nH]cnc2c1CN(C[C@@H]1CCCN3CCCC[C@H]13)CC2 | -4.1 | -6.1 | x
CC1(C)CC(Nc2nc(Cl)c(C#N)c(Cl)c2Cl)CC(C)(C)N1 | x | -4.0 | -10.4
Cn1cc[n+](C)c1P(=S)(c1ccccc1)c1ccccc1 | x | -7.9 | 4.7
NC(=O)CS(=O)C(c1ccccc1)c1ccccc1 (stereo not given) | x | 1.4&2.8 | -7.7&-5.4
Clc1ccc2c(N3CCCC4(CCNC4)C3)ccnc2c1 (stereo not given) | -6.4 | 1.3 | -9.3
CN1CC2(CCN(c3nccc(N)n3)CC2)CC1C(=O)O (stereo not given) | x | -2.1 | 10.8
COc1ccc2c(c1)c(C(=O)N1CCN(C(=O)C3CCCO3)CC1)nn2Cc1ccc(C(=O)N2CCOCC2)cc1 (stereo not given) | -1.4 | -3.7 | -1.5
COc1cccc(OC)c1CNC(=O)c1cn(Cc2cccc(C(F)(F)F)c2)nn1 | -8.6 | -5.1 | x
CC1(C(=O)O)CCCC2(C)c3cc(O)ccc3CCC12 (stereo not given) | x | -2.2 | -6.9
O=C(COc1ccccc1)N(CCN1CCOCC1)CC(=O)N(Cc1ccc(F)cc1)Cc1ccco1 | -4.2 | -12.3 | -9.6
Cc1nn(C)c(C)c1CC(=O)NC(C)Cc1cccc(Cl)c1 (stereo not given) | x | -11.6 | 6.6
CS(=O)(=O)c1ccc(-c2cccc3c2CCNC3)cc1 | x | -5.7 | 4.8
Cc1ncc([N+](=O)[O-])n1CCOc1nonc1N | -2.7 | -0.4 | -1.5
C=Cn1ccnc1P(=S)(c1ccc(N(C)C)cc1)c1nccn1C=C | x | -2.6 | -2.6
O=C(c1scc2c1CCCC2)N1C[C@H]2C[C@@H](C1)c1cccc(=O)n1C2 | x | -5.7 | 15.1
Cn1cc(C(O)CN2CCCCC2)c2ccccc21 (stereo not given) | x | -6.1 | 4.9
Nc1nc(N)nc(NC2CC2)n1 | x | -0.9 | 0.7
O=[N+]([O-])c1cc(Cl)ccc1N1CCNCC1 | x | -3.7 | 3.8
CN1CC=C(c2noc(CCC(=O)NC3CCCCCC3)n2)CC1 | -6.1 | -11.0 | x
CN(C)c1ccc(C=C2C(=O)NC(=O)NC2=O)cc1 | 4.6&21.0 | 9.3&-3.9 | 5.1&-0.6
O=C1C[C@H]2CC[C@@H](CN1)N2C1CCOCC1 | -17.6 | -3.2 | x
O=C(Cc1nc(-c2ccncc2)n[nH]1)N1CCCC2(CCNC2)C1 (stereo not given) | x | -6.3 | 0.1
O=C(O)c1nn(Cc2ccc(Cl)cc2Cl)c2ccccc12 | -1.6 | -1.5 | 1.7
Cc1cc(CC(=O)NC2C3COCC2CN(CC2CC2)C3)on1 (stereo not given) | x | -9.1 | 21.5
Oc1ccc(C=NNP(=S)(c2ccccc2)c2ccccc2)cc1O | -3.0 | -1.6 | 5.8
Cc1cc(C=C2C(=O)NC(=S)NC2=O)c(C)n1-c1ccccc1Cl | 3.3 | -4.7 | -3.9
Cc1cc(C=C2C(=O)NC(=S)NC2=O)c(C)n1-c1ccccc1 | 3.2 | 0.6 | 1.4
CC#CCN1CC=C(c2cnn(CCCC)c2)CC1 | x | -4.9 | 15.6
CCOC(=O)C1C(=N)Oc2cc(C)[nH]c(=O)c2C12C(=O)N(Cc1cccc(C)c1)c1ccccc12 (stereo not given) | -8.4 | -3.8 | -1.2
